HT1080 IDH1KD tx – kills HT-1080 cells with IDH1 knockdown; HT-1080 IDH1 knockdown viability, ATP luminescence, 48 h; Potency, µM (series often up to 46.1 µM), for the others: at the highest dose activity, negative = toxicity, usual class: cytotoxic; 360,000 compounds, 2% hits;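 also: potency is read from the fitted curve at half-maximal effect; 0% = DMSO wells and -100% = cell-free medium wells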
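After a 2 h attachment period, IDH1KD HT-1080 cells took pin-transferred compound for 48 h at 37 °C; ATP-based luminescence after 10 min room-temperature reagent incubation reported viability.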
HT1080NT lethal – kills 2HG-producing HT-1080-NT fibrosarcoma cells. HT-1080-NT fibrosarcoma viability, CellTiter-Glo ATP luminescence, 48 h. Potency, µM (series often up to 46.1 µM), for the others: at the highest dose activity, negative = less viability, actives largely listed as cytotoxic. 360,000 compounds, 1.6% hits;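 also: NT is the 2HG producing partner of a matched IDH1 knockdown line; potency is read from the fitted curve at half-maximal effect; 0% = DMSO-treated cells and -100% = media-only wells without cells; nearly all actives have a fitted effect of over 55% in size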
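Read-out is CellTiter-Glo luminescence after 10 minutes at room temperature, following 48 hours' compound treatment of HT-1080-NT cells (750 cells/well, RPMI, 5% FBS, 37 degrees C).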
MCF10A rerep – induces DNA re-replication in MCF 10a normal breast cells; MCF 10A DNA re-replication, Hoechst nuclear intensity, 48 h; Potency, µM (series often up to 46.1 µM), inactives show at the top dose activity, positive = re-replication, actives largely listed as activators; 350,000 compounds, 2.9% hits; also: potency is read from the fitted curve at half-maximal effect; % of control where 0% means no effect; nearly all actives have a fitted effect of over 50% in size
ATXN2 expr inh – reduces ATXN2 reporter expression in HEK-293 cells | Potency, µM (highest dose often 57 µM), for the others: at the highest dose activity change, negative = inhibition, hits mostly inhibitors | AID 1745845 | 360,000 compounds, 0.72% hits | HEK-293 ATXN2-luciferase reporter, luminescence, 24 h; also: potency is read from the fitted curve at half-maximal effect; % is scaled to controls: 0 for no effect and ±100 for the full control effect; nearly all actives have a fitted effect of over 55% in size
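qHTS (up to 57 uM final) was run with 24 h compound exposure of reporter cells at 37 °C. Each well was multiplexed: SteadyGlo luminescence measured ATXN2-luciferase expression after a fluorogenic Gly-Phe-AFC viability readout (25 uM final).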
S2 tox – cell viability loss in ATXN counter-screen. S2 cells (HEK-293 line with an ATXN2-luciferase reporter) viability, CellTiter-Fluor protease fluorescence, 24 h. Potency, µM (top dose mostly 56.7 µM), hits mostly cytotoxic. 400,000 compounds, 0.49% hits; also: potency is read from the fitted curve at half-maximal effect; nearly all actives have a fitted effect of over 40% in size
KB-3-1 tox – kills parental KB-3-1 adenocarcinoma cells; KB-3-1 viability, CellTiter-Glo ATP luminescence, 72 h; Potency, µM (highest dose often 46.1 µM), for inactives: at the top dose activity change, negative = cytotoxic, usual class: cytotoxic; 400,000 compounds, 1.4% hits; AID 1347075; also: potency is read from the fitted curve at half-maximal effect; % is scaled to controls: 0 for no effect and ±100 for the full control effect; nearly all actives have a fitted effect of over 60% in size
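KB-3-1 parental drug-naive adenocarcinoma cells in DMEM/10% FBS, incubated 72 h at 37 C with pin-transferred compounds across a concentration series. Viability by CellTiter-Glo luminescence; concentration-response curves fitted after normalization.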
HepG2 viability – HepG2 cytotoxicity, counter-screen for TGF-b inhibitors | 410,000 compounds, 0.76% hits | AID 588856 | HepG2 CAGA-GFP viability, ATP luminescence, 18 h | Potency, µM (series often up to 46.1 µM), inactives show top-dose activity change, negative = cytotoxicity, actives largely listed as cytotoxic; also: potency is read from the fitted curve at half-maximal effect; some results filed as inactive show a strong effect at the top dose
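CellTiter-Glo luminescence gave cytotoxicity after 18 hours at 37 degrees C. The cells were HepG2 CAGA-GFP in 1% FBS DMEM, stimulated with 500 pg/mL TGF-beta after compound addition. %Activity was normalised to no-cell wells (complete cell-killing) and DMSO (no toxicity), and curves were fitted and classified.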
IL-1B inflam inh – inhibitors of inflammasome signaling (IL-1 beta secretion) | THP-1 LPS/ATP IL-1B secretion, AlphaLISA, 16 h; hits give low values | activity change, % at 57.5 µM | 360,000 compounds, 4.7% hits; in the data active = activity change below about -50%; inconclusive = mostly about -30% to -49%; also: % is scaled to controls: 0 for no effect and ±100 for the full control effect
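THP-1 cells pretreated 1 hr with compounds (up to 57.5 uM final), then stimulated with LPS (250 ng/mL final) plus ATP (1.25 mM final); secreted IL-1B measured by AlphaLISA after 16 hr, decreased signal indicating inhibition.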
SW480 rereplic – DNA re-replication induction in SW480 cells; SW480 DNA re-replication, Hoechst DNA content imaging, 48 h; Potency, µM (doses to about 46.1 µM), for inactives: at the top dose re-replication activation, hits mostly activators; 340,000 compounds, 1.8% hits; also: potency is read from the fitted curve at half-maximal effect; % of control where 0% means no effect; nearly all actives have a fitted effect of over 55% in size
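SW480 cells exposed to compounds for 48 hr at 37 C, 5% CO2, then Hoechst-stained 40 min. Nuclear DNA content imaged by fluorescence scanning (405 nm excitation, 500-530 nm emission); re-replication scored as increased high-intensity nuclei.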
* marks the source's active call; other numbers are inactive results; i = inactive; ? = inconclusive; · = not tested or not shown; & = joins results of further samples; [ ] = remark or other dose. Unless noted, calls follow the shape of the dose curve; as a rule, active = well fitted curve in the direction sought with a large enough effect; inconclusive = small, poorly fitted or top-dose-only effect, or another doubt; inactive = no such curve, though single readings can be large; an effect the other way counts as inactive or inconclusive. This is a random part of the collection; about 8.9% have a hit in one of these screens.

Results follow in this order: HT1080 IDH1KD tx, KB-3-1 tox, MCF10A rerep, S2 tox, IL-1B inflam inh, HT1080NT lethal, ATXN2 expr inh, SW480 rereplic, HepG2 viability
Cc1ccc(Cn2c(=O)n(CC3CCC(C(=O)N4CCC(C)CC4)CC3)c(=O)c3sccc32)cc1 (configuration not stated)
    ·, -2%, ·, i, ·, ·, 10%, ·, -5%
COc1ccc(NS(=O)(=O)c2ccc3c(c2)n(C)c(=O)c(=O)n3C)cc1Cl
    ·, -1%, ·, i, ·, ·, -15%, ·, -9%
CC(/C=C\C=C\c1ccccc1)=N\NC(=O)c1cncc(Br)c1
    -29%, -30%, ?, ?, 0, -13%, ·, 8%, 5%
COc1ccc(C)cc1NC(=O)CN1CCN(c2ccccc2F)CC1
    -2%[9.24 µM], 0%, 29%, i, -4, -4%, -9%, -5%, 0%
CCc1ccc(OC2(C)CCN(Cc3ccc4c(c3)OCCO4)C2)cc1 (configuration not stated)
    ?, 0%, ·, i, -11, ?, -9%, ·, -32%
COc1ccc(CCc2nnc(CCC(=O)N(C)Cc3ccncc3C)o2)cc1
    -6%, 18%, 5%, i, 12, 5%, 40%[activator], -8%, 3%
Cc1cccc(OCC(=O)N(C)c2c(N)n(Cc3ccccc3)c(=O)[nH]c2=O)c1C
    2%, -1%, 1%, i, -6, -2%, ·, -6%, 4%
O=C(CCN1CCN(Cc2ccccc2)CC1)Nc1ccc(OCc2ccccc2)cc1
    -20%, ?, ?, ?, 0, -13%, -5%, 19%, -13%
O=C(COC(=O)/C=C/c1ccccc1)NCc1cccs1
    0%, 3%, 8%, i, -4, 1%, ·, 6%, -2%
CC(=O)NC(c1cccc(F)c1)c1nc(-c2ccoc2)cs1 (configuration not stated)
    ?, 0%, ·, i, 9, 11%, 10%, ·, -11%
Cc1ccc2c(c1)N(C(=O)CCC(=O)NCc1cccs1)CC(C)O2 (configuration not stated)
    ·, -2%, ·, i, ·, ·, -1%, ·, 0%
COC(=O)c1[nH]c(C)c(/C(O)=C2\C(=O)C(=O)N(CCN3CCOCC3)C2c2ccccc2OC)c1C (configuration not stated)
    -6%, 8%, ?, i, 11, -6%, 11%, ?, 3%
COc1cc(C(=O)NCCOc2ccccc2C)c(Br)c(OC)c1OC
    4%, 4%, 6%, i, 3, 0%, 3%, -7%, 5%
COc1ccccc1C(=O)Nc1cc(-c2cccc(Br)c2)nn1-c1ccccc1
    ·, -15%, ·, i, ·, ·, 8%, ·, -15%
COCCN(CCOC)Cc1cc(=O)oc2cc3c(cc12)CCC3
    -1%, 15%, 7%, i, 0, -1%, 13%, -6%, -5%
CCC(C)[C@@H]1NC(=O)N(CCCN2CCCC2=O)C1=O (some centres not stated)
    12%, 1%, -3%, i, 0, 21%, -30%, -2%, -3%
COC(=O)c1ccc(NC(=O)NCCn2nnc3cc(S(=O)(=O)N(C)C)ccc32)cc1
    ·, 2%, ·, i, ·, ·, -2%, ·, -18%
COc1ccc(-c2cc(C#N)nc(Oc3ccc(Cl)cc3)n2)cc1
    -1%, -18%, 13%, i, -5, 6%, 2%, 21%, 0%
Cc1ccc(NC(=O)C2CCN(S(=O)(=O)c3ccc(Cl)c(C(F)(F)F)c3)CC2)nc1
    -3%, 0%, 4%, ?, 29, -1%, 22%, 2%, 0%
COc1ccc(NC(=O)c2ccc(CNc3c(NC4CCCCC4)c(=O)c3=O)cc2)cc1OC
    11%&0%, 14%&2%, -7%&-3%, i, 3&-23, 5%&-5%, 2%&-9%, -1%&-1%, 5%&-8%

One compound at a time, from the list above.
`COC(=O)c1[nH]c(C)c(/C(O)=C2\C(=O)C(=O)N(CCN3CCOCC3)C2c2ccccc2OC)c1C` (configuration not stated) is entered as HT1080 IDH1KD tx: -6%; KB-3-1 tox: 8%; MCF10A rerep: ?; S2 tox: i; IL-1B inflam inh: 11; HT1080NT lethal: -6%; ATXN2 expr inh: 11%; SW480 rereplic: ?; HepG2 viability: 3%
`Cc1ccc2c(c1)N(C(=O)CCC(=O)NCc1cccs1)CC(C)O2` (configuration not stated) is entered as HT1080 IDH1KD tx: ·; KB-3-1 tox: -2%; MCF10A rerep: ·; S2 tox: i; IL-1B inflam inh: ·; HT1080NT lethal: ·; ATXN2 expr inh: -1%; SW480 rereplic: ·; HepG2 viability: 0%

Following part
Results follow in this order: HT1080 IDH1KD tx, KB-3-1 tox, MCF10A rerep, S2 tox, IL-1B inflam inh, HT1080NT lethal, ATXN2 expr inh, SW480 rereplic, HepG2 viability
CCOC(=O)N1CCN(C(=O)Nc2ccc(Cl)cc2)CC1
    10%, 1%, -9%, i, 0, 9%, -3%, -1%, 8%
c1ccc(-c2csc(-c3ccc(-c4csnn4)cc3)n2)cc1
    19%, 4%, 3%, i, -10, 17%, 34%, -1%, -3%
O=C(CN1C(=O)S/C(=C\c2ccc(F)cc2)C1=O)NCCCn1ccnc1
    -2%, -12%, 3%, i, -24, -8%, 9%, ?, -3%
CN1c2ccc(Cl)cc2C(=O)NC1C1CC=CCC1 (configuration not stated)
    -9%, -3%, ?, i, 25, -4%, -28%, ?, -33%
O=C(NC1CC1)C1=C[C@@H](c2ccccc2)C[C@@H](OCc2ccc(CO)cc2)O1
    13%, -3%, 5%, i, -7, 6%, 3%, ?, -1%
O=C(CSc1nnc(-c2ccco2)n1Cc1ccco1)Nc1ccccc1
    5%, 5%, 6%, i, -3, 4%, -6%, -10%, -6%
Cc1ccc2c(CC(=O)NCc3ccco3)coc2c1C
    7.3µM*, 7.3µM*, 12µM*, i, 60, 5.2µM*, -19%, ?, 5%
CC1CCN(CC(O)Cn2c3ccccc3c3ccccc32)CC1 (configuration not stated)
    -25%, -5%, 7%, i, -63*, -26%, -12%, 0%, 5%
Cc1csc(SCC(=O)NC2CCS(=O)(=O)C2)n1 (configuration not stated)
    15%, -10%, 0%, i, -13, -1%, 6%, -2%, 7%
Cc1ccc(Sc2ncccc2C(=O)O)cc1C
    4%, 17%, 0%, i, 30, 3%, 11%, -7%, 5%
Cc1cc(N2CCOCC2)nc(N2CCOCC2)n1
    14%, 1%, -4%, ?, 12, 9%, -29%, -46%[inhibitor], -2%
O=C(NC(C(=O)N/N=C/c1cccnc1)c1n[nH]c(=O)c2ccccc12)c1ccccc1 (configuration not stated)
    9%, 23%, 15%, i, 41, 18%, 12%, -4%, -1%
CCC(C)(C)NC(=O)C(c1cccs1)N(C(=O)c1ccn[nH]1)c1ccccc1 (configuration not stated)
    -4%, -7%, -4%, i, 13, 0%, -5%, 6%, -7%
Cc1ccc(C(=O)O)cc1NC(=O)C1CCCN1S(=O)(=O)c1cccc2nsnc12 (configuration not stated)
    4%, 0%, 5%, i, 13, 1%, 0%, 1%, 1%
Cc1cccc(N2CCN(c3ncnc4c3nc3n4CCCCC3)CC2)c1C
    ·, 4%, ·, i, ·, ·, 2%, ·, -38%
O=C(CN1CCCCC1)Nc1cccc2c1OCO2
    18%, 4%, -2%, i, -6, 10%, -4%, 5%, -5%
CCCCCNc1nc2ccccc2nc1NS(=O)(=O)c1cccs1
    -1%, 1%, 19%, i, 29, -5%, -4%, -2%, -36%
COc1ccc(CCNC(=O)CN2C(=O)NC3(CCCCC3C)C2=O)cc1 (configuration not stated)
    -13%, 3%, -22%, i, -4, -11%, 97%[activator], -5%, 15%
CC(C)CN(C(=O)COC(=O)Cc1c[nH]c2ccccc12)c1c(N)n(Cc2ccccc2)c(=O)[nH]c1=O
    -15%, ?, 2%, i, -9, -1%, -6%, 9%, 2%
Cc1cc(C)n(-c2nc(Nc3ccccc3)nc(-n3nc(C)cc3C)n2)n1
    6%, 2%, 5%, i, -2, 10%, -3%, -10%, -31%

Quoted from the listing.
For HT1080 IDH1KD tx, CCC(C)(C)NC(=O)C(c1cccs1)N(C(=O)c1ccn[nH]1)c1ccccc1 (configuration not stated) is entered as -4%
For HepG2 viability, COc1ccc(NS(=O)(=O)c2ccc3c(c2)n(C)c(=O)c(=O)n3C)cc1Cl is entered as -9%

(listing goes on)
Results follow in this order: HT1080 IDH1KD tx, KB-3-1 tox, MCF10A rerep, S2 tox, IL-1B inflam inh, HT1080NT lethal, ATXN2 expr inh, SW480 rereplic, HepG2 viability
Cc1ccc(Cl)cc1NC(=S)NN
    ?, 3%, ?, ?, 26, ?, -24%, -12%, -11%
COCCN1C(=O)/C(=C/c2ccc(OCc3ccc(C(=O)O)cc3)c(OC)c2)SC1=Nc1ccccc1
    -17%, -28%, ?, i, -11, -22%, -1%, -693%[inhibitor], -21%
Cc1c(S(=O)(=O)Nc2ccc(Oc3ccccc3)cc2)c(=O)n(C)c(=O)n1C
    -1%, -7%, -7%, i, 12, -1%, -10%, 7%, 2%
CCOc1ccc(NC(=O)CN2C(C(=O)OC)=C(c3ccccc3)c3cc(Cl)ccc3S2(=O)=O)cc1
    ·, 13%, ·, i, ·, ·, 15%, ·, -3%
Cc1ccccc1NC(=O)COC(=O)c1ccc(S(=O)(=O)N2CCCCCC2)cc1
    5%, 3%, -1%, ?, 10, 5%, 8%, -4%, -2%
N#C/C(=C\c1cccs1)C(=O)NCC1CCCO1 (configuration not stated)
    4%, 2%, -5%, ?, -22, 16%, 30%, -3%, -8%
CCOCCCn1c(SCC(=O)NC2CCCC2)nc2ccccc2c1=O
    11%, 6%, 0%, i, ?, 1%, 13%, -6%, -1%
CC#CC[N+](C)(C)CCCCCCCC
    -10%, 18µM*, 4%, i, -2, -2%, -15%, 0%, 2%

Screens: PubChem, National Center for Advancing Translational Sciences (NCATS)
